Smad3 inh: inhibitors of human Smad3 transcription factor binding. hit rate 0.29% among 88,000. AID 630. inhibition, % at 25 µM. TR-FRET Smad3/Dy647-FoxH1 peptide binding, europium anti-His;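 active = compounds that reduce the energy-transfer binding signal between the protein and its labelled peptide by more than half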;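 note: 0% = Smad3 plus labelled peptide maximal FRET and 100% = peptide-only background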
Target sequence (P84022 whole entry, looked up): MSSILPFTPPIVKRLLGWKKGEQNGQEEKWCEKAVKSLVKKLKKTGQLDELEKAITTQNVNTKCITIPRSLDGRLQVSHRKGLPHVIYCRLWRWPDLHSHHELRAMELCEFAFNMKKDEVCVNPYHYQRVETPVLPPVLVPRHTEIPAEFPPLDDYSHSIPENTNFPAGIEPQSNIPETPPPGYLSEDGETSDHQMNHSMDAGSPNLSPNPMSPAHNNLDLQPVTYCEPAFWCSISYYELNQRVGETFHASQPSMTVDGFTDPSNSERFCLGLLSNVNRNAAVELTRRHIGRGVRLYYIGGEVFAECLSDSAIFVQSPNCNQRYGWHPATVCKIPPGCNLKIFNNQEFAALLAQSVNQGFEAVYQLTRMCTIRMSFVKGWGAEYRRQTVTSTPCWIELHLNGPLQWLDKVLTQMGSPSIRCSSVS
H69AR growth 86K: blocks growth of human H69AR lung tumor cells. H69AR lung tumor viability, ATP luminescence, 72 h; stronger effect = lower value. hit rate 6% among 85,000. viability, % at 10 µM. AID 598;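 active = viability at or below 40%; inactive = viability above 40%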;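 note: multidrug resistant small cell line overexpressing MRP-1 efflux transporter; 100% = mean luminescence of untreated control wells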
Lung fibro prol: blocks proliferation of human lung fibroblasts; viability, % at 10 µM; hit rate 1.1% among 85,000; LL 47 human lung fibroblast viability, ATP luminescence; stronger effect = lower value;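 active = viability at or below 50% in the single dose screen; inactive = viability above 50%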;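 note: compound exposure lasted 72 h before the ATP readout; 100% = median luminescence of untreated cell-only wells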
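Assay system: human lung fibroblast line LL 47, low passage. Input: 1,150 fibroblasts seeded per well. Times: overnight cell rest, 72 h compound treatment at 37 °C. Evaluation: % viability of median cell-only signal. Technique: luminescent ATP detection, CellTiter-Glo. Control set: cell-only wells, no compound.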
TNFa cytotox: toxic to HUVEC cells under TNF alpha stimulation; HUVEC TNFalpha-stimulated, Hoechst cell count, imaging; hit rate 0.17% among 93,000; AID 848; cell count reduction, % at 2 µM;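 active = cell count reduction exceeding the screen mean by over 5 SD, scaled to untreated wells per plate, cut at about 78% in these data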;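 note: cells counted after 24 h of TNF alpha exposure following the 1 h pretreatment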
PTK2B oligo ant: antagonists of human Pyk2 oligomerization | Q14289 | Q293 cells, Pyk2 FERM NanoBiT luminescence; stronger effect = lower value | z-score (the deposit names both 25 µM and 10 µM) | hit rate 0.83% among 99,000;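 active = Z-score of -3 or lower, scaled per plate to the spread of control and sample wells; inactive = z-score above -3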;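 note: negative z-score means lost luminescence so less FERM oligomerization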
VCAM1 TNFa inh: reduces TNF alpha induced VCAM1 expression in HUVEC | HUVEC TNFa-induced VCAM-1 immunofluorescence, high-content imaging | inhibition, % at 2 µM | hit rate 0.48% among 95,000 | AID 802;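 active = inhibition above the batch mean plus 3 SD, with images confirmed as a hit by eye, cut at about 37% in these data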;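 note: 0% = TNF-stimulated DMSO wells and 100% = unstimulated control wells; not every result past the cut was called active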
cytoskel mod: alters cytoskeleton assembly in HUVEC cells. HUVEC TNFa F-actin phalloidin imaging, high content. inhibition, % at 2 µM. hit rate 0.18% among 91,000. AID 836;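 active = inhibition above the batch mean plus 3 SD and confirmed as a hit by visual image inspection, cut at about 30% in these data, passing the limit was not always enough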; note: strong numbers were not always called active
HUVEC tox IL1B: toxic to HUVEC cells under IL-1B stimulation | HUVEC cell count loss, Hoechst imaging, IL-1B stimulated | cell count reduction, % at 2 µM | hit rate 0.41% among 94,000 | AID 845;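 active = cell count reduction more than 3 SD above the screen-wide mean, cut at about 70% in these data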;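 note: normalized per plate to untreated control cells as the no-loss baseline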
HUVEC prolif 384: blocks proliferation of human endothelial cells | HUVEC proliferation, CellTiter-Glo luminescence, 72 h; stronger effect = lower value | viability, % at 10 µM (by protocol) | hit rate 1.1% among 86,000 | AID 648;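 active = viability at or below 30%; inactive = viability above 30%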;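 note: 100% = median luminescence of DMSO-only cell control wells on each plate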
Starred values were filed as active, the others as inactive; nt = not tested or not shown; [ ] = dose if it differs, or a comment. These rows are one share of the data (hit frequency here may not be typical).

Order of values – Smad3 inh	H69AR growth 86K	Lung fibro prol	TNFa cytotox	PTK2B oligo ant	VCAM1 TNFa inh	cytoskel mod	HUVEC tox IL1B	HUVEC prolif 384
CC1(C)Cc2c(sc3ncn(N)c(=N)c23)CO1
 : nt	nt	nt	-15	0	-3	14	15	nt
O=c1[nH]c2cc3c(cc2cc1CN(CCc1ccccc1)Cc1nnnn1CC1CCCO1)OCO3 (stereo not drawn)
 : -12	59	98	21	-0.2	0	nt	-16	95
CCn1c(=O)c(-[n+]2ccccc2)c(O)c2ccccc21
 : -1	97	97	-14	0.12	7	-8	-31	98
CCCc1cc(=O)[nH]c(SCC(=O)N(CC(C)C)C2CCS(=O)(=O)C2)n1 (stereo not drawn)
 : 0	98	105	-16	0.63	27	-26	13	103
Cc1cccc(N2CCN(C(=O)Cc3ccc(Br)cc3)CC2)c1C
 : 18[fluorescence artefact?]	96	99	9	-0.76	5	0	13	93
CC(=O)Nc1sc2c(c1C#N)CC(C)(C)NC2(C)C
 : 6[fluorescence artefact?]	99	100	nt	1.1	nt	nt	nt	89
CCCC(=O)C1=C(O)C(C(=O)OC)C(C)(C)CC1=Nc1cccc2ccccc12 (stereo not drawn)
 : -7	71	95	-25	-1	-4	10	-16	100
CCN(CC(=O)NC(C)C)C(=O)C(CCSC)NC(=O)c1cccc(C)c1 (stereo not drawn)
 : nt	nt	nt	-11	0.28	12	-4	-3	nt
CCc1ccc2[nH]c(=O)c(CN(CCN3CCOCC3)C(=O)Nc3ccccc3F)cc2c1
 : -5	49	94	nt	4	nt	nt	nt	78
COCCN(C(=O)Nc1ccccc1)c1ccccc1C
 : 7	98	99	-12	0.18	4	-1	-14	100
CCc1nc(Nc2ccncc2)c2oc3ccccc3c2n1
 : 7	97	58	-11	1	2	-20	7	99
O=C(NCCCNCc1ccccc1)c1ccncc1
 : -4	90	94	18	-0.03	6	8	-2	86
Cc1cc(C)cc(NC(=O)CSc2nnc(CN3CCOCC3)n2C)c1
 : -6	95	90	-31	-0.04	-32	10	-28	85
Cn1cccc1Cc1nnc(SCC(=O)N2CCCCCC2)n1-c1ccc(F)cc1
 : 5	86	106	-20	nt	10	11	-16	83
Cc1cccc(N(C)c2cc(C)nc3nc(C)nn23)c1
 : -19	23*	95	nt	nt	nt	nt	nt	102
CCCCc1nnc(NC(=O)CSc2nc(=O)cc(N)n2-c2cccc(C)c2)s1
 : 3	107	103	-10	-1.2	4	-3	-7	83
O=[N+]([O-])c1ccc(Sc2nnnn2-c2ccccc2)c(Cl)c1
 : 3	5.1*	44*	-9	-0.8	8	2	22	51
N#Cc1c2c(c(N3CCN(c4ccccn4)CC3)n3c1nc1ccccc13)CCC2
 : nt	nt	nt	0	nt	-1	-11	18	nt
O=C(O)c1ccc(OC(F)(F)C(F)C(F)(F)F)cc1 (stereo not drawn)
 : 15[fluorescence artefact?]	99	100	-19	0.13	8	-20	-17	94
COc1ccc(N2CCN(C(c3cc4cc(C)ccc4[nH]c3=O)c3nnnn3Cc3ccccc3)CC2)cc1 (stereo not drawn)
 : -10	69	93	0	0.58	2	-16	nt	82
Cc1cc2cc(CN(C(=O)C3CC3)C3CCCC3)c3nnnn3c2cc1C
 : -6	78	98	nt	-1.4	nt	nt	nt	93
Cc1ccc(NS(=O)(=O)c2ccc(NS(=O)(=O)c3cccs3)cc2)cc1
 : 6	79	95	-16	-0.87	6	-10	-10	82
CCCS(=O)(=O)N1CCN(C(=O)COc2ccc(-c3ccccc3)cc2)CC1
 : 4	90	101	nt	1.5	nt	nt	nt	109
O=S(=O)(N/N=C/c1ccc2c(c1)OCCO2)c1ccc(Cl)cc1
 : nt	nt	nt	7	1.4	15	-40	-40	nt
CC(=O)OCN(C#N)c1nc(N(C)C)nc(N(C)C)n1
 : 0	94	106	-4	-0.6	1	-34	-18	101
Cc1ccccc1OCC(=O)Nc1ccccc1CO
 : 9	100	95	-3	-0.78	8	-28	22	86
COc1cc(C(C#N)N2CCCCC2)ccc1O (stereo not drawn)
 : -11	92	104	2	0.24	6	11	-9	108
O=C(CSc1nc2ccccc2[nH]1)Nc1ccc(F)c(F)c1
 : -1	93	105	11	0.38	14	-15	-2	86
CC1(C)c2ssc(=S)c2-c2ccccc2N1C(=O)c1ccco1
 : 11	101	78	-14	-2.6	-8	51	-16	82
O=C(Cc1ccccc1)Nc1ccc(NC(=O)c2ccco2)nc1
 : 11	58	104	24	0.13	7	8	-31	97
Cc1c(C(=O)O)oc2c3c(ccc12)OCCO3
 : -7	nt	105	-22	0	-3	35	-6	98
Cc1cc(C)cc(NC(=O)Cn2c(=O)oc3cc(S(=O)(=O)N4CC(C)CC(C)C4)ccc32)c1 (stereo not drawn)
 : 0	55	90	-30	nt	9	-12	7	80
CCOc1ccc2nc(NS(=O)(=O)Cc3ccccc3)sc2c1
 : -1	21*	62	12	0.13	-8	7	-7	52
COc1ncnc2c1N[C@@](C)(O)c1c(F)c(F)c(F)c(F)c1S2
 : 12	97	102	-24	0.84	-18	20	-16	101
CSc1ccccc1NC(=O)c1cccs1
 : nt	nt	nt	-18	0.05	10	-31	-25	nt
COC(=O)C(CC(C)C)NC(=O)c1ccc([N+](=O)[O-])c(C)c1 (stereo not drawn)
 : nt	nt	nt	-24	0.06	-15	-3	-11	nt
Cc1cccn2c(=O)c3cc(C(N)=S)c(=N)n(CCCOC(C)C)c3nc12
 : 5	62	90	-8	-0.93	1	-7	-87	89
CC(=O)Nc1ccc(NC(=O)CSc2nccn2Cc2ccccc2)cc1
 : 10	90	97	-35	-0.2	-3	15	-4	95
Cc1oc(-c2ccc(Cl)cc2)nc1CN1CCC(C(=O)N2CCc3ccccc3C2)CC1
 : -1	1.3*	78	-7	nt	4	1	-1	34
CCOC(=O)C(CC)/C(C)=N/NC(=O)c1ccccc1[N+](=O)[O-] (stereo not drawn)
 : nt	nt	nt	-8	-0.62	2	-6	-36	nt
Cc1ccc(C2CC(c3ccccc3Cl)n3nc(N)nc3N2)cc1 (stereo not drawn)
 : 6	90	104	-8	nt	-1	1	-27	94
COc1ccccc1NC(=O)Nc1ccnn1Cc1cccs1
 : 4	92	100	-34	0.15	13	2	-2	96
CCN1CCN(C(=O)c2ccc(Cn3c(=O)[nH]c4cc(OC)c(OC)cc4c3=O)cc2)CC1
 : -2	nt	nt	3	-0.62	21	-16	15	nt
CCn1cc(C(=O)N2CCN(Cc3ccc4c(c3)OCO4)CC2)c2cc(OC)c(OC)cc2c1=O
 : 7	66	92	-10	0.56	9	24	-8	87
CCC(CO)NC(=O)c1ccc(-c2nn(C)c(=O)c3ccccc23)cc1 (stereo not drawn)
 : 19[fluorescence artefact?]	96	99	-7	0.56	17	-18	-15	101
CC(/C=C/c1ccco1)=N/NC(=O)Cc1cccs1
 : nt	nt	nt	-10	-0.24	-3	18	-5	nt
Cc1nc2cc(C(=O)O)ccc2n1-c1ccc(F)cc1F
 : -4	100	96	15	0.5	21	-19	-22	101
CCc1ccc(NC(=O)c2sccc2-n2cccc2)cc1
 : -4	80	96	-28	-2.2	13	6	2	113
COCP(=O)(c1ccccc1)c1ccccc1
 : 9	100	105	-29	-0.32	10	nt	12	89
O=C(NCc1nc2ccccc2[nH]1)c1ccc(Cl)c(S(=O)(=O)N2CCCC2)c1
 : 6	76	99	-12	0.2	16	1	-20	89
CCn1c(C)c(CCC(=O)O)c(=O)n2nc(-c3ccccc3OC)cc12
 : 10	51	93	25	0.28	0	-25	26	82
CCOC(=O)COc1ccc(-c2nnc(-c3ccccc3)o2)cc1
 : 5	89	109	-37	-0.12	2	2	-2	96
O=C(NNC(=O)c1sccc1-n1cccc1)c1cccc(Cl)c1
 : nt	nt	nt	-1	-0.23	4	3	-3	nt
CCOc1cc(CNCCO)cc(Br)c1OCc1ccc(Cl)cc1Cl
 : nt	nt	nt	6	-0.59	-4	-45	-29	nt
Cc1ccc2nc(SCC(=O)Nc3cc(C)on3)[nH]c2c1
 : -8	92	107	-18	-0.56	5	2	-13	93
Cc1cc2c(NCC(C)O)ncnc2s1 (stereo not drawn)
 : 0	103	103	-36	-0.63	0	14	-11	103
COC(=O)c1cn[nH]c1NC(=S)Nc1ccccc1C
 : nt	nt	nt	1	0.17	16	26	-6	nt
O=c1oc(-c2ccc(Br)o2)nc2ccccc12
 : 0	72	98	-6	-1.4	-13	1	3	97
CN(CCOc1ccc(Cl)cc1)c1ccc(S(=O)(=O)N2CCCCC2)cn1
 : 13	97	100	4	-0.98	-5	-9	-62	90
Cc1ccc2c(c1)C(=O)CCN2
 : 3	93	102	5	0.01	17	-26	6	97

Continuation.
Order of values – Smad3 inh	H69AR growth 86K	Lung fibro prol	TNFa cytotox	PTK2B oligo ant	VCAM1 TNFa inh	cytoskel mod	HUVEC tox IL1B	HUVEC prolif 384
CCC1=[N+]([O-])C(C)(/C(C)=N\O)N(O)C1(C)C (stereo not drawn)
 : -1	103	102	-23	0.13	-7	48	8	102
CC(C)(C)C(=O)c1cnc(Nc2ccccc2Cl)s1
 : 8	79	95	-12	-1.5	8	-3	-16	101
COc1ccc2ccc3c(c2c1)N=C[C@]1(O3)N(C)c2ccccc2C1(C)C
 : -16	94	95	15	-1.8	25	-4	-10	108
CCN(CC)CCNC(=O)CS(=O)Cc1nc(-c2ccc(Cl)cc2)oc1C (stereo not drawn)
 : 9	90	103	-30	1.3	6	nt	-30	94
CCNC(=O)NC(=O)COC(=O)CCCSc1nc2ccccc2[nH]1
 : -3	98	98	-14	0.04	4	2	3	99
COc1ccc(/C=C/C(=O)Nc2cc(C(F)(F)F)ccc2Cl)cc1
 : nt	nt	nt	-2	0.18	13	18	-74	nt
Cc1cc(NC(=O)CSc2nc(CC(C)(C)C)nc3c2c(=O)n(C)c(=O)n3C)no1
 : -9	62	103	-10	nt	27	-8	-1	111
CC(C)NC(=O)c1onc(CSc2ccccc2F)c1C(=O)O
 : nt	nt	nt	-18	nt	13	4	-3	nt
COc1cc(CC(=O)O)c(C(C)=O)cc1OC
 : nt	nt	nt	-5	1.1	-17	12	-6	nt
COCCNC(=O)c1nc2c(nnn2Cc2cc(C)ccc2C)c(=O)[nH]1
 : 8	103	97	-18	0.14	12	14	-34	107
COc1ccc2c(c1)c1ccccc1n2C
 : -16	87	100	-28	0.06	-5	-2	-24	96
Nc1nnc(SCc2cccnc2)s1
 : 1	102	98	-16	1	7	-6	10	107
Cc1cc(=O)c(C(=O)O)cn1Nc1ccc(Cl)cc1
 : -4	93	96	0	0.33	-6	0	-7	89
COc1cccc(-c2[nH]nc3c2C(c2ccsc2)C(C#N)=C(N)O3)c1 (stereo not drawn)
 : nt	nt	nt	-10	0.36	5	21	-29	nt

4 compounds out of the list, sorted by heavy-atom count, lowest first.
Order of values – Smad3 inh	H69AR growth 86K	Lung fibro prol	TNFa cytotox	PTK2B oligo ant	VCAM1 TNFa inh	cytoskel mod	HUVEC tox IL1B	HUVEC prolif 384
Cc1cc(=O)c(C(=O)O)cn1Nc1ccc(Cl)cc1
 : -4	93	96	0	0.33	-6	0	-7	89
CC(C)NC(=O)c1onc(CSc2ccccc2F)c1C(=O)O
 : nt	nt	nt	-18	nt	13	4	-3	nt
COc1ccc(/C=C/C(=O)Nc2cc(C(F)(F)F)ccc2Cl)cc1
 : nt	nt	nt	-2	0.18	13	18	-74	nt
CCN(CC)CCNC(=O)CS(=O)Cc1nc(-c2ccc(Cl)cc2)oc1C (stereo not drawn)
 : 9	90	103	-30	1.3	6	nt	-30	94
